Screening data from PubChem BioAssay.
IL-1B inflam inh – qHTS for Inhibitors of Inflammasome Signaling: IL-1-beta AlphaLISA Primary Screen; AID 743279, 2014; THP-1 LPS/ATP IL-1B secretion, AlphaLISA, 16 h; hits give low values; activity change, % at 57.5 µM; 360,000 compounds, 4.7% hits; in the data active means activity change below about -50%; inconclusive means mostly about -30% to -49%; further: on the % scale 0 is the no-effect control and ±100 the full control effect
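Secreted IL-1B measured by AlphaLISA bead assay after 16 h compound exposure of THP-1 cells; compounds (final up to 57.5 uM) added 1 h before LPS (250 ng/mL) and ATP (1.25 mM) stimulation; lower signal means less secretion.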
Nrf2 block – Nrf2 qHTS screen for inhibitors; 360,000 compounds, 2.1% hits; Potency, µM (highest dose often 46 µM), without a hit: at the top dose activity change, negative = inhibition, most hits filed as inhibitors; AID 504444, 2011; A549 ARE-Fluc reporter, luciferase luminescence, 18-24 h; further: potency means the concentration at half of the fitted maximal effect; on the % scale 0 is the no-effect control and ±100 the full control effect; nearly all actives have a fitted effect of over 60% in size
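A549 ARE_Fluc cells (5000/well, 5% FBS OPTI-MEM) pre-incubated 2 h, then treated with compounds 18-24 h at 37C/5% CO2 in concentration-response. CellTiter-Fluor viability read first; BugLite luciferase luminescence after 15 min at room temperature gives Nrf2 activity.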
TGFb SMAD3 inh – qHTS for Inhibitors of TGF-b; Potency, µM (titrated, usually from 46.1 µM), for the others: at the top dose activity, negative = inhibition, hits mostly inhibitors; AID 588855, 2011; 410,000 compounds, 1.2% hits; HepG2 CAGA-GFP TGF-b/SMAD3 reporter, GFP fluorescence, 18 h; TGF-beta stimulated, 500 pg/mL final; further: potency means the concentration at half of the fitted maximal effect; on the % scale 0 is the no-effect control and ±100 the full control effect; nearly all actives have a fitted effect of over 65% in size
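First, reporter cells (HEPG2 CAGA-GFP) rested 2 h at 37 degrees C. Next, compounds were pinned in and TGF-beta added to 500 pg/mL final. After 18 h, GFP was imaged per cell and summed per well.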
A549 viability – Nrf2 qHTS screen for inhibitors: counterscreen for cytotoxicity; A549 ARE-Fluc cells, CellTiter-Fluor viability, 18-24 h; Potency, µM (titrated, usually from 46 µM), without a hit: at the top dose activity change, negative = cytotoxicity, most hits filed as inhibitors; 390,000 compounds, 0.16% hits; further: potency means the concentration at half of the fitted maximal effect; on the % scale 0 is the no-effect control and ±100 the full control effect
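A549 ARE_Fluc cells in 5% FBS OPTI-MEM were exposed to compounds in concentration-response for 18-24 h at 37 deg C. Viability was read by CellTiter-Fluor fluorescence (Ex 405/Em 525) after 30 min, before the luciferase read.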
MCF10A rerep – A quantitative high throughput screen for small molecules that induce DNA re-replication in MCF 10a normal breast cells; MCF 10A DNA re-replication, Hoechst nuclear intensity, 48 h; Potency, µM (highest dose often 46.1 µM), inactives show at the highest dose activity, positive = re-replication, usual class: activators; 350,000 compounds, 2.9% hits; AID 624296, 2012; further: potency means the concentration at half of the fitted maximal effect; % of control where 0% means no effect; nearly all actives have a fitted effect of over 50% in size
HepG2 tox – qHTS for Inhibitors of TGF-b: Cytotox Counterscreen; HepG2 CAGA-GFP viability, ATP luminescence, 18 h; Potency, µM (highest dose often 46.1 µM), without a hit: at the highest dose activity change, negative = cytotoxicity, actives largely listed as cytotoxic; AID 588856, 2011; 410,000 compounds, 0.76% hits; further: potency means the concentration at half of the fitted maximal effect; some results filed as inactive show a strong effect at the top dose
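HepG2 CAGA-GFP cells (1000/well, DMEM with 1% FBS) received compound, then TGF-beta at 500 pg/mL final, and were incubated 18 hours at 37 degrees C. Viability was read by CellTiter-Glo luminescence. Media-only wells were set as complete cell-killing and DMSO as no toxicity.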
S2 tox – Viability Counterscreen for Primary qHTS for Inhibitors of ATXN expression. 400,000 compounds, 0.49% hits. Potency, µM (titrated, usually from 56.7 µM), most hits filed as cytotoxic. AID 651635, 2014. S2 cells (HEK-293 line with an ATXN2-luciferase reporter) viability, CellTiter-Fluor protease fluorescence, 24 h; further: potency means the concentration at half of the fitted maximal effect; nearly all actives have a fitted effect of over 40% in size
Nrf2 activator – qHTS of Nrf2 Activators; AID 624171, 2012; 410,000 compounds, 0.31% hits; Potency, µM (series often up to 46.1 µM), for the others: at the top dose activation, hits mostly activators; AREc32 ARE-luciferase reporter (MCF7-derived line), luminescence, 24 h; further: potency means the concentration at half of the fitted maximal effect; % of control where 0% means no effect; nearly all actives have a fitted effect of over 65% in size
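Steps: seed AREc32_Fluc cells (1000/well, 5% FBS OPTI-MEM); incubate overnight at 37 deg C; add 23 nL compound; incubate 24 hr; add Steady-Glo; hold 30 min RT; read luminescence.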
ATXN2 expr inh – Primary qHTS for Inhibitors of ATXN expression | Potency, µM (highest dose often 57 µM), for the others: at the highest dose activity change, negative = inhibition, hits mostly inhibitors | HEK-293 ATXN2-luciferase reporter, luminescence, 24 h | 360,000 compounds, 0.72% hits; further: potency means the concentration at half of the fitted maximal effect; on the % scale 0 is the no-effect control and ±100 the full control effect; nearly all actives have a fitted effect of over 55% in size
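qHTS (up to 57 uM final) was run with 24 h compound exposure of reporter cells at 37 °C. Each well was multiplexed: SteadyGlo luminescence measured ATXN2-luciferase expression after a fluorogenic Gly-Phe-AFC viability readout (25 uM final).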
The depositor's hits bear a star; i = inactive; ? = inconclusive; nt = no result given; [ ] = remark or other dose. Unless noted, the call rests on the fitted dose curve; in most records, active means well fitted curve in the direction sought with a large enough effect; inconclusive means small, poorly fitted or top-dose-only effect, or another doubt; inactive means no such curve, though single readings can be large; an effect the other way counts as inactive or inconclusive.

SMILES | IL-1B inflam inh | Nrf2 block | TGFb SMAD3 inh | A549 viability | MCF10A rerep | HepG2 tox | S2 tox | Nrf2 activator | ATXN2 expr inh
Cc1ccc(C)c(-n2ccnc2SCC(=O)Nc2cccc(S(=O)(=O)NC3=NCCC3)c2)c1 | 5 | 0% | -3% | -1% | -1% | -16% | i | 0.0% | -5%
Cc1ccc(NC(=O)C2C3CCC(O3)C2C(=O)O)c(Br)c1 (stereo not given) | 36 | -10% | -1% | -10% | -14% | 1% | i | -0.1%[9.22 µM] | 3%
CCn1c(=O)c(C(=O)Nc2ccc(C)cc2)c(O)c2ccccc21 | 24 | 7% | 10% | 6% | 9% | 0% | nt | 3.1% | -8%
O=C(Nc1ccccc1C(F)(F)F)c1cccnc1 | 1 | 17% | -2% | -4% | 2% | 6% | i | -0.6% | 0%
COc1ccc(NC(=O)C2Cc3c(-c4ccccc4Oc4ccccc4)ccnc3O2)cc1OC (stereo not given) | -12 | nt | ? | nt | nt | -15% | ? | -0.8%[9.22 µM] | ?
COc1ccccc1-c1nn(-c2ccccc2)cc1C(=O)N1CCc2ccccc2C1 | -1 | 21µM* | -2% | ? | 26% | 15% | i | 4.7% | nt
CC(NC(=O)c1ccccc1NC(=O)CSc1nnnn1C)c1ccccc1 (stereo not given) | 2 | nt | 9% | 10% | -1% | 2% | i | 0.2% | 2%
COc1cc(OC)c2c(c1)O/C(=C\c1ccccc1)C2=O | -10 | 5% | -9% | 0% | ? | -23% | i | 19% | nt
O=C(Nc1cccc(C(F)(F)F)c1)c1cc(-c2cccs2)on1 | -2 | nt | -8% | 0% | -9% | -25% | i | 0.2% | -14%
COc1ccc(/C=N/NC(=O)CCNc2n[nH]c(=O)[nH]c2=O)c(OC)c1 | 11 | -2% | -1% | 0% | -8% | 0% | i | 2.8% | -6%
COC(=O)Cn1c(=O)c2c(nc3n2CC(C)CN3Cc2ccccc2)n(C)c1=O (stereo not given) | 11 | 7% | 18% | 1% | 9% | 2% | i | -0.9% | -6%
CSCCC(NS(=O)(=O)c1ccc(C)cc1)C(=O)N1CCN(S(=O)(=O)c2ccc(F)cc2)CC1 (stereo not given) | -3 | -12% | 6% | -3% | -3% | -3% | i | 0.1% | 4%
Cc1ccc(C(=O)N2[C@@H]3CN(C)C(=O)[C@@]2(Cc2ccccc2)[C@H]2C(=O)N(C)C(=O)[C@@H]32)cc1 | -3 | 10% | 4% | -7% | -22% | 8% | i | 0.3% | 4%
O=C(c1cccs1)N(Cc1ccc(F)cc1)C1CCS(=O)(=O)C1 (stereo not given) | 23 | 6% | 16% | 0% | -1% | 5% | i | -0.6% | 1%
CCOC(=O)c1sc(NC(=O)CSc2nc3ccccc3o2)c(C(=O)OCC)c1C | 16 | 4% | -1% | 12% | ? | 1% | i | 0.0% | 3%
O=C(NCC(c1ccco1)N1CCN(c2ccc(F)cc2)CC1)C(=O)NC1CC1 (stereo not given) | 4 | 1% | 2% | 3% | 14% | 6% | i | 0.1% | -5%
COc1ccc(OCC(=O)Nc2ccc3oc(-c4ccncc4)nc3c2)cc1 | -4 | ? | -5% | -7% | 0% | 1% | i | -0.6% | 0%
CC1=C(C(=O)N(C)C)CC(CC(=O)NCCc2ccccn2)C(=O)N1CCCN1CCCC1=O (stereo not given) | 11 | nt | 9% | nt | nt | -25% | i | -0.3% | 2%
Brc1ccc(C2=CSC3=NCCN23)cc1 | -17 | -4% | 0% | -10% | -5% | -20% | i | 2.9% | 5%
CCOC(=O)C(C)Sc1nnc(Cc2cc(=O)[nH]c(=O)[nH]2)n1-c1ccc(Cl)cc1 (stereo not given) | -8 | -7% | -5% | -2% | 14% | 5% | i | 0.1% | -10%
Cc1ccc(Cl)cc1NC(=O)CN1C(=O)NC2(CCCCCC2)C1=O | -3 | 13% | -2% | -1% | 1% | 3% | ? | -0.2% | -5%
O=C(C1CC1)N1CCc2cc(Br)cc(S(=O)(=O)Nc3ccc(C(F)(F)F)cc3)c21 | nt | -9%[9.27 µM] | ? | -23% | nt | -31% | ? | -1.6% | ?
Cc1ccc(Cl)cc1N1CCN(C(=O)c2cccn2-c2nnc(N3CCCC3)s2)CC1 | nt | 9% | ? | 9% | nt | -35% | nt | 3.4% | nt
CCOC(=O)c1cc(-c2ccccc2)n(CC(=O)Nc2ccc(CC)cc2)c1C | nt | nt | 0% | 0% | nt | -36% | nt | -0.5% | nt
CCOC(=O)c1[nH]c2ccc(Br)cc2c1NC(=O)CCN1CCN(C(=O)OCC)CC1 | -3 | 12% | -18% | -11% | 28% | -13% | i | 4.0% | 0%
Continuation:
SMILES | IL-1B inflam inh | Nrf2 block | TGFb SMAD3 inh | A549 viability | MCF10A rerep | HepG2 tox | S2 tox | Nrf2 activator | ATXN2 expr inh
O=C1CC(c2ccccc2)=NO1 | 19 | -4% | -4% | -4% | -28% | 5% | i | 0.6% | 4%
COc1cc(/C=C2\SC(=O)N(CCNC(=O)c3c(C)noc3C)C2=O)cc(OC)c1OC | ? | -16% | 0% | 9% | 4% | -16% | i | -0.3% | 5%
CCCCn1c(=O)c(CCC(=O)OC(C)C(=O)Nc2cccc(Cl)c2Cl)nc2ccccc21 (stereo not given) | 11 | ? | 0% | 5% | ? | -1% | i | 2.0% | 0%
Cn1cnc2cc(NC(=O)c3ccco3)ccc21 | -19 | ? | 1% | -3% | ? | -6% | i | 0.2% | -26%
CCN(CC)S(=O)(=O)c1ccc(C)c(NC(=O)COc2ccc(Cl)cc2Br)c1 | 17 | -35% | 7% | ? | ? | -15% | ? | -0.8% | ?
O=C1CCN(CCc2ccccc2)CCN1C(CSc1ccc(Br)cc1)c1ccccc1 (stereo not given) | nt | 5% | -13% | -10% | nt | 1% | nt | nt | nt
O=C(COC(=O)Cc1c[nH]c2ccccc12)Nc1cccc(Br)c1 | 0 | nt | -24% | nt | nt | -19% | i | -1.5% | nt
CCOCCCNC(=O)c1ccc2nc(CCc3ccccc3)oc2c1 | nt | nt | 16% | 1% | nt | -9% | nt | 0.9% | nt
COc1ccccc1CCNS(=O)(=O)c1cn(C)c(=O)n(C)c1=O | -11 | -12% | -12% | 4% | -1% | 2% | i | -0.3% | -3%
CCN(CC)S(=O)(=O)c1cc(C(=O)Nc2cc(C)on2)ccc1Cl | -6 | 13% | 0% | 3% | 5% | -8% | i | 0.2% | -27%
CCCN(CCC)S(=O)(=O)c1cc(Br)cc2c1N(C(=O)CC)CC2 | -10 | ? | -20% | -11% | ? | -4% | i | 2.3% | -18%
CCOC(=O)C1CCCN(CC(=O)Nc2c(C(=O)OC)[nH]c3ccc(Br)cc23)C1 (stereo not given) | 24 | -25% | ? | -17% | ? | -38% | i | 3.8% | -10%
O=C(c1ccc(S(=O)(=O)c2ccc(F)cc2)c([N+](=O)[O-])c1)N1CCCCCC1 | -103* | ? | ? | ? | ? | -14% | ? | ? | ?
CCc1ccccc1NC(=O)CN(C)C(=O)CSc1nn(-c2ccc(F)cc2)c(=S)s1 | ? | -15% | 6% | -1% | 15% | 10% | i | 0.1% | -14%
CCC(CC)NC(=O)c1ccc(Cl)cc1 | 2 | 7% | ? | -2% | 1% | 10% | i | -0.5% | 4%
CCOc1ccccc1N(CC(=O)NC1CCCC1)C(=O)CNC(=O)c1cccs1 | -2 | -20% | -9% | -11% | 21% | -5% | i | -0.3% | -12%
CCNC(=S)Nc1ccc(Cl)cc1 | 16 | -14% | 4% | 0% | 3% | 11% | i | 0.4% | 3%
COc1ccc(CNC(=O)CN2C(=O)NC(C)(c3ccc(C(C)(C)C)cc3)C2=O)cc1 (stereo not given) | -21 | -23% | -19% | -7% | 1% | -25% | nt | 1.6% | ?
COc1ccc(-n2cc(C#N)c(=O)n(Cc3ccc(F)cc3)c2=O)cc1 | 32 | -8% | -9% | -6% | ? | 0% | i | -0.1% | -30%
O=C(NCc1ccccc1)c1ccc2nnsc2c1 | 4 | -13% | -14% | 2% | 16% | 32% | i | -0.8% | 22%
Cc1nnsc1C(=O)Oc1ccc(C#N)cc1 | nt | 11% | 9% | -10% | nt | -11% | i | -0.4% | 2%
COc1cccc(C2CC(c3ccc(C)cc3)Nc3nc(N)nn32)c1 (stereo not given) | 7 | 13% | 0% | 3% | 6% | 6% | i | -0.4% | -5%
CCOC(=O)/C(=C\c1ccc(Cl)cc1)c1nc2sc(C)c(C)c2c(=O)[nH]1 | -100* | 18µM* | ? | ? | 5.2µM* | 8.9µM* | nt | ? | ?
Cc1ccc(C(=O)N/N=C(\CC(C)C)c2ccccc2)cc1 | -4 | ? | -3% | 1% | 16% | 11% | i | 3.1% | 10%
CCN(CC)S(=O)(=O)c1ccc(NS(=O)(=O)CC23CCC(CC2=O)C3(C)C)cc1 (stereo not given) | 18 | -2% | -6% | -1% | 13% | 2% | i | -0.2% | 1%
C(=N\c1c(-c2ccccc2)nc2n1CCS2)/c1ccccc1 | -27 | -17% | -4% | 0% | -3% | -17% | i | 0.7% | 1%
CC(C)c1ccc(OCC(=O)NNC(=S)NC(=O)c2cccs2)c(Br)c1 | i | ? | -5% | 1% | ? | 41% | i | 0.1% | -27%

IL-1B inflam inh, entries above that show a hit.
Compound | IL-1B inflam inh | TGFb SMAD3 inh
O=C(c1ccc(S(=O)(=O)c2ccc(F)cc2)c([N+](=O)[O-])c1)N1CCCCCC1 | -103* | ?
CCOC(=O)/C(=C\c1ccc(Cl)cc1)c1nc2sc(C)c(C)c2c(=O)[nH]1 | -100* | ?
